# Compound activity as filed in PubChem.
# PGE2 EP2 inh: EP2 receptor (human) inhibition; C6 glioma cells expressing human EP2, cAMP TR-FRET; cells stimulated with saturating PGE2; inhibition, % at 25 µM; 260,000 tested, 0.52% active; P43116;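 active means percent inhibition above 40 after rounding to a whole number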;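 further: rat C6 glioma host cells with rolipram phosphodiesterase inhibitor present; the protocol text gives 20 µM as final concentration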
# Target sequence (P43116 whole entry, looked up): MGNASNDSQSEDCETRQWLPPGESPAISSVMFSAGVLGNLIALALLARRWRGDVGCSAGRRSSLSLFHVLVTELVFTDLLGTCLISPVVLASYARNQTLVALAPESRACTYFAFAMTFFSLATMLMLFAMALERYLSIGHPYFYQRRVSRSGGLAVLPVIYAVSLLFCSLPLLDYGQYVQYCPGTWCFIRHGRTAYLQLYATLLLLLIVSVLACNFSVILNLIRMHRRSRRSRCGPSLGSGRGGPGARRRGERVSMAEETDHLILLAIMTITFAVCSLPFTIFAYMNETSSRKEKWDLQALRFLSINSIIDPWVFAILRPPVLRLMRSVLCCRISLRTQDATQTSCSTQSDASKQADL
# An asterisk follows results filed as active; & = joins results of further samples.
SMILES,PGE2 EP2 inh
Cc1ccc2cc(C(c3nnnn3Cc3ccccc3)N3CCC(C)CC3)c(=O)[nH]c2c1C (stereo unspecified),15
N#Cc1ccc2ccn(CC(N)=O)c2c1,10
CCc1cc2ccc(OC)cc2nc1SCC(=O)Nc1ccccc1,13
O=C(c1cc(Cl)cc(Cl)c1)N1CCCC1,10
C#CCOc1ccc(C2C3=C(CCCC3=O)N(C)C3=C2C(=O)CCC3)cc1OC,7
O=c1[nH]c(=O)n(C2C[C@H](O)[C@@H](CO)O2)cc1C(F)(F)F (stereo partly specified),10
CCOc1ccc(-c2csc3ncn(CC(=O)OC(C)CC)c(=O)c23)cc1 (stereo unspecified),6
Cc1ccn2cc(C(=O)NCCN3CCOCC3)nc2c1,4
CC1CCc2c(sc3nc(C4CC4)n4c(SCC(=O)NCc5ccccc5)nnc4c23)C1 (stereo unspecified),14
O=C(c1ccc(OCCN2CCCCC2)cc1)c1c(-c2ccc(O)cc2)sc2cc(O)ccc12,24&22
CC1C(c2ccc(F)cc2)=NOC1C(=O)N(C)Cc1nnc(-c2ccccc2)o1 (stereo unspecified),10
CCOC(=O)C1CCN(C(c2cc3cc(OCC)ccc3[nH]c2=O)c2nnnn2C2CCCC2)CC1 (stereo unspecified),12
CC1CCCC(C)N1C(=O)Cn1nc(-c2cccs2)cc(N)c1=O (stereo unspecified),7
C#CCOc1c(Cl)cc(C=C2C(=O)NC(=O)NC2=O)cc1OCC,14
COc1ccc(S(=O)(=O)N2CCC(C(=O)Nc3ccccc3SC)CC2)cc1,10
C[C@@H](Cn1nnc2ccccc21)NC(=O)c1ccc(N2CCCCS2(=O)=O)cc1,7
CCN(CC)CCCNC(=S)N(CCO)Cc1cc2cc(C)c(C)cc2[nH]c1=O,13
COc1ccc(Cl)cc1NC(=O)C1CC(c2ccc(Cl)cc2)=NO1 (stereo unspecified),8
Cc1nn(CC(=O)NCCc2ccc(F)cc2)c(=O)c2cc3occc3n12,5
Cc1cc(C)cc(C(=O)Nc2ccc(N3CCOCC3)cc2)c1,6
CCS(=O)(=O)N1CCC(n2nnc3ccccc3c2=O)CC1,3
Cc1cc(S(=O)(=O)N(Cc2ccco2)Cc2ccccc2Cl)ccc1-n1cnnn1,20
COCCn1nnnc1C(c1ccccc1F)N1CCN(C)CC1 (stereo unspecified),7
CCOC(=O)Cn1cnc2sc(C)c(-c3ccc(F)cc3)c2c1=O,11
COc1ccc2[nH]c(=O)c(CN(Cc3ccco3)C(=O)Nc3ccccc3F)cc2c1,5
CCCN1CCN(C(c2cc3cc(OC)ccc3[nH]c2=O)c2nnnn2C2CCCC2)CC1 (stereo unspecified),18
O=C(NCCCc1ccccn1)c1cc(-c2ccccn2)n[nH]1,10
Fc1ccc(-c2nc3ccccn3c2NCC2CCCO2)cc1 (stereo unspecified),11
Cc1c(C(C)(C)C)sc(=N)n1C,12
C=CCN1CCN(C(c2ccc(OC)c(OC)c2)c2nnnn2Cc2ccc(F)cc2)CC1 (stereo unspecified),12

# Some of these compounds in order of formula weight, largest number first:
SMILES,PGE2 EP2 inh
CCOC(=O)C1CCN(C(c2cc3cc(OCC)ccc3[nH]c2=O)c2nnnn2C2CCCC2)CC1 (stereo unspecified),12
O=C(c1ccc(OCCN2CCCCC2)cc1)c1c(-c2ccc(O)cc2)sc2cc(O)ccc12,24&22
CC1CCc2c(sc3nc(C4CC4)n4c(SCC(=O)NCc5ccccc5)nnc4c23)C1 (stereo unspecified),14
C=CCN1CCN(C(c2ccc(OC)c(OC)c2)c2nnnn2Cc2ccc(F)cc2)CC1 (stereo unspecified),12
CCCN1CCN(C(c2cc3cc(OC)ccc3[nH]c2=O)c2nnnn2C2CCCC2)CC1 (stereo unspecified),18
Cc1cc(S(=O)(=O)N(Cc2ccco2)Cc2ccccc2Cl)ccc1-n1cnnn1,20
COc1ccc2[nH]c(=O)c(CN(Cc3ccco3)C(=O)Nc3ccccc3F)cc2c1,5
CCN(CC)CCCNC(=S)N(CCO)Cc1cc2cc(C)c(C)cc2[nH]c1=O,13
C[C@@H](Cn1nnc2ccccc21)NC(=O)c1ccc(N2CCCCS2(=O)=O)cc1,7
CC1C(c2ccc(F)cc2)=NOC1C(=O)N(C)Cc1nnc(-c2ccccc2)o1 (stereo unspecified),10
Cc1nn(CC(=O)NCCc2ccc(F)cc2)c(=O)c2cc3occc3n12,5
COc1ccc(Cl)cc1NC(=O)C1CC(c2ccc(Cl)cc2)=NO1 (stereo unspecified),8
C#CCOc1c(Cl)cc(C=C2C(=O)NC(=O)NC2=O)cc1OCC,14
CCOC(=O)Cn1cnc2sc(C)c(-c3ccc(F)cc3)c2c1=O,11
CCS(=O)(=O)N1CCC(n2nnc3ccccc3c2=O)CC1,3
Fc1ccc(-c2nc3ccccn3c2NCC2CCCO2)cc1 (stereo unspecified),11
Cc1cc(C)cc(C(=O)Nc2ccc(N3CCOCC3)cc2)c1,6
O=C(NCCCc1ccccn1)c1cc(-c2ccccn2)n[nH]1,10
Cc1c(C(C)(C)C)sc(=N)n1C,12

# The listing continues.
SMILES,PGE2 EP2 inh
CCC1CCCCN1C(=O)c1ccccc1F (stereo unspecified),22
C/C(N[O-])=C(\C)[N+]([O-])=[Co].C/C(N[O-])=C(\C)[N+]([O-])=[Co].CC(=N\[O-])/C(C)=N/[O-].CC(=N\[O-])/C(C)=N/[O-].[CH3-].[CH3-],29
COc1ccccc1OCCN(C)C(=O)c1cc(=O)c2cc(C)c(C)cc2o1,7
Cc1cc(N2CCC(C(=O)NC3CCCC3)CC2)nc(-c2ccccc2)n1,11
CCOC(=O)C1C2C=CC3(CN(c4ccc(CC)cc4)C(=O)C13)O2 (stereo unspecified),6
COC(=O)c1ccc(COC(=O)CCc2nc3ccccc3[nH]c2=O)cc1,7
COc1cc(C(=S)N2CCCCC2)ccc1OC(=O)/C=C/c1ccccc1,12
Cc1ccc2cc(CN(Cc3cccs3)C(c3nnnn3CC3CCCO3)C(C)C)c(=O)[nH]c2c1 (stereo unspecified),11
CC(c1ccc(F)cc1)n1cc(C(=O)NCc2cccnc2)nn1 (stereo unspecified),7
CCC(=O)Nc1ccc(Cl)cn1,10
O=C(CSc1ncnc2sc3c(c12)CCCC3)Nc1ccccc1N1CCOCC1,15
CCOC(=O)c1cnc(SC(C)C(=O)Nc2ccc(C)cc2C)nc1N (stereo unspecified),10
O=C(Nc1ccc(Cl)cc1Cl)c1cc2ccccc2oc1=O,10
CN(Cc1nc2ccc(Cl)cc2[nH]1)C(=O)COc1ccc2nsnc2c1,14
CCOc1ccc2nc3sc(C(=O)Nc4cc(OC)ccc4OC)c(N)c3cc2c1,12
COc1ccc(-c2csc(NC(=O)c3ccc4c(c3)OCO4)n2)cc1OC,12
CC1O[C@@H](Oc2c(-c3ccc(O)c(O)c3)oc3cc(O)cc(O)c3c2=O)[C@H](O)[C@H](O)[C@H]1O (stereo partly specified),5
CCCCn1cnc2c(SC)ncnc21,13
Cc1cccc2c(C(=O)Nc3nnc(Cc4cccc(F)c4)s3)cc(=O)[nH]c12,13
O=C(CSc1nc(-c2ccco2)cc(C(F)(F)F)n1)N1CCOCC1,9
CC1(C)CC(=O)C=C(c2cccs2)C1,16
CCC(=O)N(Cc1ccc(Cl)cc1)Cc1cc2cc(C)ccc2[nH]c1=O,9
Nc1ccc(C#Cc2ccc3sc4ccccc4c(=O)c3c2)cc1,10
CCOC(=O)N1CCN(c2cc(Cl)c(C#N)cc2F)CC1,6
O=C(O)CCC(=O)c1ccc[nH]1,13
COc1cc2cc(CN(CCO)C(=S)Nc3cccc(Cl)c3)c(=O)[nH]c2cc1OC,16
CCOc1ccccc1NC(=O)CSc1nnc(-c2cccc(C)c2)n1C,6
O=C(CSc1nnc(-c2ccco2)o1)N1c2ccccc2Sc2ccccc21,9
C[C@@]12C[C@H](O)[C@@H]3[C@H](CCC4=CC(=O)CC[C@]43C)[C@H]1CC[C@H]2c1csc(N)n1,66*
C[C@@H](Cn1nnc2ccccc21)NC(=O)CSc1ccncc1,6
O=C(O)c1ccc(N[C@H](c2ccccc2)c2ccc3cccnc3c2O)cc1,10
Cc1ccccc1N(CC(=O)NC(C)(C)C)C(=O)CNC(=O)c1cccs1,14
CN[C@H](CC(=O)O)C(=O)O,16&8&8
Oc1ccc2c(c1)NCCO2,10
CCNC(=S)N(Cc1cc2ccc(C)c(C)c2[nH]c1=O)C1CCCCC1,23
CCN(CC)c1nc(NC(C)=O)nc(N(C)C)n1,9
COc1ccc(/C=C2/C(=O)NC(=O)N(Cc3ccco3)C2=O)cc1OC,20
COCCn1nnnc1CN1CCC(NC(=O)c2cccc(OC)c2)CC1,5
Cc1cc2cc(CN(Cc3cccnc3)C(=S)NCCCN(C)C)c(=O)[nH]c2cc1C,24
COc1cccc(NC(=O)c2cc3cc(OC)ccc3oc2=O)c1,9
CCO[C@@H]1OC(C(=O)N2CCOCC2)=C[C@H](C(C)(C)C)[C@H]1CCCO,0
NC(=O)c1ccc[n+](CCS(=O)(=O)[O-])c1,9
Cc1ccc2c(Cl)cc(Cl)c(O)c2n1,12
COC(=O)c1ccc(Cn2nc([N+](=O)[O-])c(Cl)c2C)cc1,13
O=C(CN1CCC(n2cnc3cccnc32)CC1)Nc1ccccc1Cl,2
COc1cccc(N(CC(=O)N2CCN(c3ccccc3F)CC2)S(C)(=O)=O)c1,4
COc1ccc(Cl)cc1C(=O)Nc1ccc(N2CCN(S(C)(=O)=O)CC2)cc1,7
CCOc1ccc2nc3sc(C(N)=O)c(N)c3cc2c1,4
COc1ccccc1NC(=O)CSc1nnc(-c2ccncc2)n1C,15
O=C(Nc1ccccc1F)N(CCN1CCOCC1)Cc1cc2cc3c(cc2[nH]c1=O)OCCO3,5

# The results go on:
SMILES,PGE2 EP2 inh
CCc1nc(NCCNC(=O)c2ccco2)c2c3c(sc2n1)CCCC3,11
COc1cccc(NC(=O)C2(C)Cc3ccccc3C(=O)O2)c1 (stereo unspecified),11
O=C1C=CC2=C3c4cc(O)c(O)cc4CC3(O)COC2=C1O (stereo unspecified),10
Cc1cc(-c2nc3ncccc3o2)ccc1NC(=O)c1ccc2c(c1)OCO2,12
COc1ccc(N(CC(=O)NCc2ccncc2)S(C)(=O)=O)c(OC)c1,7
Cc1ccc(OCCCC(=O)Nc2nc3ccc(S(C)(=O)=O)cc3s2)cc1,18
CCCC(c1nnnn1C1CCCC1)N(Cc1cc2cc(C)cc(C)c2[nH]c1=O)C1CCCCC1 (stereo unspecified),5
COc1ccc(NC(=O)CSc2nc3sc4c(c3c(=O)[nH]2)CCCC4)cc1,11
O=C(Nc1ccc(Nc2ccc3c(c2)C(=O)c2ccccc2C3=O)c2c1C(=O)c1ccccc1C2=O)c1ccccc1,44*
O=C(Nc1cccc(Cl)c1)NC1CC2CCCC(C1)N2Cc1ccco1 (stereo unspecified),39

# An excerpt from above in order of heavy-atom count, falling:
SMILES,PGE2 EP2 inh
Cc1ccc2cc(CN(Cc3cccs3)C(c3nnnn3CC3CCCO3)C(C)C)c(=O)[nH]c2c1 (stereo unspecified),11
C[C@@H](Cn1nnc2ccccc21)NC(=O)c1ccc(N2CCCCS2(=O)=O)cc1,7
COc1ccc(-c2csc(NC(=O)c3ccc4c(c3)OCO4)n2)cc1OC,12

# (next part)
SMILES,PGE2 EP2 inh
COc1ccc(-n2c(CNc3ccc(Cl)cc3)nnc2SCC(=O)O)cc1,10
Cc1ccc(C(c2nnnn2CC2CCCO2)N2CCN(C3CCCC3)CC2)cc1 (stereo unspecified),10
CCOc1ccc2[nH]c(=O)c(CN(CC3CCCO3)C(=S)NCC3CCCO3)cc2c1 (stereo unspecified),27
COc1cc(C(=S)N2CCOCC2)cc(OC)c1OC(=O)c1cccc(C)c1,3
CC(C)(C)NC(=O)C(c1cccnc1)N(Cc1ccccc1)C(=O)c1csnn1 (stereo unspecified),3
O=C(Nc1ccc(S(=O)(=O)N2CCc3ccccc3C2)cc1)c1ccccc1Cl,8
COc1cc(OC)cc(C(=O)Nc2ccc(C)cn2)c1,5
COC(=O)c1cc(-c2ccc(C=C3C(=O)OC4(CCCC4)OC3=O)o2)ccc1Cl,88*
Cc1ccc2c(c1)-c1cc(C)nn1C(c1ccc(C(=O)O)cc1)N2 (stereo unspecified),11
C=CCn1ncc(CN(Cc2cccnc2)C2CC(C)(C)NC(C)(C)C2)c1C,7
CCN1c2ncccc2C(=O)NC12CCN(C(=O)Cc1n[nH]c(=O)c3ccccc13)CC2,4
CC1(C)CC(=O)C=C(c2cc3ccccc3s2)C1,11
CCS(=O)(=O)N1CCC(NC(=O)Cc2ccc(OC)c(OC)c2)CC1,15
CCc1ccc2[nH]c(=O)c(CN(Cc3ccccc3OC)Cc3nnnn3CC3CCCO3)cc2c1 (stereo unspecified),6
O=C(CCc1ccccc1)NNC(=O)Cc1cccs1,10
COc1ccccc1C(=O)NNC(=O)c1cccs1,9
O=C(CCn1c(=O)oc2ccccc21)N1CCc2c(nc(N3CCCC3)[nH]c2=O)C1,8
Cn1cc(CN(CCCn2ccnc2)Cc2cccc(F)c2)c2cc(F)ccc21,3
O=C(CSc1nnc2n(Cc3ccccc3F)c3ccccc3n12)Nc1c[nH]c(=O)[nH]c1=O,5
O=C(N/C(=C\c1ccc2c(c1)OCO2)C(=O)N1CCCCCC1)c1ccco1,3
Cc1cc2c(cc3c(=O)n(CC(N)=O)nc(C)n32)o1,8
CCC(c1nnnn1C(C)(C)CC)N(Cc1ccc(F)cc1)Cc1cc2c(C)cc(C)cc2[nH]c1=O (stereo unspecified),11
Oc1ccccc1O,9
Cc1ccc2nc(SCC(=O)N3CCOCC3)c(C#N)cc2c1,7
c1ccc(Cc2cc3ccccc3nc2SCCN2CCOCC2)cc1,14
COCC(=O)NNC(=O)c1cccs1,13
COc1ccccc1NC(=O)CSc1nc(C)cc(C)c1C#N,8
Cc1ccc(C2(C(=O)N3CCC(n4nnc5ccccc5c4=O)CC3)CC2)cc1,5
NNc1nncc2ccccc12,20&11
O=C(CSc1nc2ccccc2n1Cc1ccc(F)cc1)N1CCCCC1,12
Cn1c(SCC(=O)Nc2sc3c(c2C#N)CCCC3)nnc1-c1ccncc1,7
O=C(O)CC1CCCc2ccccc2C1O (stereo unspecified),12
OCCN[C@@H]1c2cc(Cl)ccc2-c2c(Cl)cc(Cl)cc21,14
COc1ccc(Cn2nnnc2CN2CCn3cc(C(F)(F)F)nc3C2)cc1,2
Cc1ccc2cc(-c3noc(-c4cccs4)n3)c(=O)[nH]c2c1,9
COc1ccc(OC)c([C@@H]2CN(Cc3ccccc3)C[C@H]2NC(=O)c2cccnc2)c1,7

# This is a subset; count on the stated rates, not on these rows.
